ERa SRC1 inh: ERα–SRC-1 coactivator interaction inhibitors, primary screen, biochemical, TR-FRET, ERα LBD, estradiol-bound; Estrogen receptor (Homo sapiens), P03372; TR-FRET ER-alpha LBD / SRC-1 peptide; inhibition, % at 25.6 µM; 86,000 compounds, 1.7% hits; in the data active = inhibition above about 50%;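 note: 0% = receptor plus peptide control and 100% = peptide only without receptor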
PTK2B oligo ant: antagonists of Pyk2 self-association, primary screen, Q293 cells, FERM NanoBiT luminescence, HTS. Protein-tyrosine kinase 2-beta (Homo sapiens), Q14289. stronger effect = lower value. z-score (the deposit names both 25 µM and 10 µM). 99,000 compounds, 0.83% hits. AID 1347419, 2020;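 active = Z-score of -3 or lower, scaled per plate to the spread of control and sample wells; inactive = z-score above -3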;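 note: negative z-score means lost luminescence so less FERM oligomerization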
PTPN22 inh 2: PTPN22 phosphatase inhibitors, primary screen, biochemical, DiFMUP fluorescence, 2 µM; Tyrosine-protein phosphatase non-receptor type 22 (Homo sapiens), Q9Y2R2; inhibition, % at 2 µM; recombinant LYP catalytic domain; 96,000 compounds, 0.21% hits;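 active = inhibition at 2 µM at or above a set limit, the screen mean plus 3 SD, cut at about 24% in these data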;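 note: 0% = DMSO with enzyme and 100% = enzyme fully blocked by orthovanadate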
FAK inh: FAK kinase inhibitors, primary screen, biochemical; inhibition, %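 (tested at 7 µM)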; 97,000 compounds, 0.84% hits; biochemical FAK kinase activity assay; in the data active = inhibition above about 19%;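 note: 0% = DMSO and 100% = reference compound high control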
Target sequence (Q05397 whole entry, looked up): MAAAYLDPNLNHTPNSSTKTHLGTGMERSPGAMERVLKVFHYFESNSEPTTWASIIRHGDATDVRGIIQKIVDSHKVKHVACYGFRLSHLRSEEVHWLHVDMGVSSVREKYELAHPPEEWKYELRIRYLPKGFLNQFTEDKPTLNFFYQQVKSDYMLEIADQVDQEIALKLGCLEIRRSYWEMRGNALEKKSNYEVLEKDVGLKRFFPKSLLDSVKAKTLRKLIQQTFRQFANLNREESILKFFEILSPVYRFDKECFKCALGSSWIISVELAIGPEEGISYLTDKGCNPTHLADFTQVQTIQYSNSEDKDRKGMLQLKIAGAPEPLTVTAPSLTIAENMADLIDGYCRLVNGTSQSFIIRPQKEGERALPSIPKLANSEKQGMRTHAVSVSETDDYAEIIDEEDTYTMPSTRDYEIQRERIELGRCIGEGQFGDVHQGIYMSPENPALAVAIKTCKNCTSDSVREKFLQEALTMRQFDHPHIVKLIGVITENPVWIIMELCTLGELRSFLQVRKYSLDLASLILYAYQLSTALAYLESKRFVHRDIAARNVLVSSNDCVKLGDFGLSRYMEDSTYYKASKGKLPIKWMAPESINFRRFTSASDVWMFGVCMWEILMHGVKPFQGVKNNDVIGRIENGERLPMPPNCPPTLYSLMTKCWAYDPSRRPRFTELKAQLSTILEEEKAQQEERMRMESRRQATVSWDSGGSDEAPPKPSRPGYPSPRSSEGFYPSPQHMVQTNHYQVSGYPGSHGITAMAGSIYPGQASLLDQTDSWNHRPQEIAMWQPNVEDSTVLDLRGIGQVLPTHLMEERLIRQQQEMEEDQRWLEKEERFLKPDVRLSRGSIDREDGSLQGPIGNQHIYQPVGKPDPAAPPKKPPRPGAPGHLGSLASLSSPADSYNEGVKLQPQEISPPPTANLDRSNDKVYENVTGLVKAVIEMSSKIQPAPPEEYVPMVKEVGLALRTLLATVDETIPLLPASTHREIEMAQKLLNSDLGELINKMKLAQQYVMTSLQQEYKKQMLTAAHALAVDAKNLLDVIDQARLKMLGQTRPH
HUVEC tox IL1B: cytotoxicity in IL-1B stimulated HUVEC, primary screen, cytotoxicity control for IL-1B NFkB translocation project, imaging, Hoechst nuclear count, IL-1B stimulus. HUVEC cell count loss. cell count reduction, % at 2 µM. 94,000 compounds, 0.41% hits;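 active = cell count reduction more than 3 SD above the screen-wide mean, cut at about 70% in these data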;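 note: normalized per plate to untreated control cells as the no-loss baseline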
PTPN22 act: LYP phosphatase activators, primary screen, biochemical, DiFMUP fluorescence, 2 µM; recombinant LYP; 0 = plate median, 100 = signal doubled; activation, % at 2 µM; 96,000 compounds, 0.11% hits; AID 697, 2007;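 active = activation at 2 µM above a set limit, the mean plus 5 SD, cut at about 37% in these data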
cytoskel mod: modifiers of F-actin cytoskeleton organization, primary screen, imaging, HUVEC, phalloidin staining, high-content imaging; HUVEC TNFa F-actin phalloidin imaging; inhibition, % at 2 µM; 91,000 compounds, 0.18% hits; AID 836, 2007;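 active = inhibition above the batch mean plus 3 SD and confirmed as a hit by visual image inspection, cut at about 30% in these data, passing the limit was not always enough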; note: strong numbers were not always called active
TNFa cytotox: cytotoxicity in TNFa-stimulated HUVEC, primary screen, cytotoxicity control for VCAM1 expression modulator project, imaging, Hoechst nuclei count; HUVEC TNFalpha-stimulated, Hoechst cell count; cell count reduction, % at 2 µM; 93,000 compounds, 0.17% hits; AID 848, 2007;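 active = cell count reduction exceeding the screen mean by over 5 SD, scaled to untreated wells per plate, cut at about 78% in these data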;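 note: cells counted after 24 h of TNF alpha exposure following the 1 h pretreatment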
VCAM1 TNFa inh: inhibitors of TNFa-induced VCAM1 expression, primary screen, imaging, HUVEC, TNFa stimulus, immunofluorescence; HUVEC TNFa-induced VCAM-1 immunofluorescence, high-content imaging; 95,000 compounds, 0.48% hits; inhibition, % at 2 µM;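 active = inhibition above the batch mean plus 3 SD, with images confirmed as a hit by eye, cut at about 37% in these data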;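 note: 0% = TNF-stimulated DMSO wells and 100% = unstimulated control wells; not every result past the cut was called active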
An asterisk follows results filed as active; . = not tested or not shown; [ ] = remark or other dose.

SMILES	ERa SRC1 inh	PTK2B oligo ant	PTPN22 inh 2	FAK inh	HUVEC tox IL1B	PTPN22 act	cytoskel mod	TNFa cytotox	VCAM1 TNFa inh
Cc1ccc(S(=O)(=O)C(C#N)c2nc3ccccc3nc2N2CC(C)OC(C)C2)cc1C (configuration not stated)	6	0.36	-2	-5	23	-1	16	-14	-7
CCCCS(=O)(=O)/C=C\C1C2C=CC(C2)C1S(=O)(=O)CCCC (configuration not stated)	2[fluorescence artefact?]	1.7	-8	-1	5	7	-30	49	17
CN(CCCNC(=O)COc1cc(=O)n(C)c2ccccc12)Cc1ccccc1	2	0.46	-7	0	-10	5	33	-24	8
COc1ccc(C(=O)NC(=S)Nc2ccc([N+](=O)[O-])cc2C)cc1OC	.	0.45	-7	1	-18	11	4	-16	11
CCOC(=O)C1CCN(C(=O)CCc2c(C)nc3ncnn3c2C)CC1	23	-0.35	12	-1	26	-12	-13	5	-1
Cc1c(-n2c(CN3C(=O)c4ccccc4C3=O)nc3ccccc3c2=O)c(=O)n(-c2ccccc2)n1C	-6	0.58	-1	-3	0	4	-33	7	10
CCC(c1nnnn1C(C)(C)C)N1CCN(c2cc(Cl)ccc2C)CC1 (configuration not stated)	-3	-1.2	2	3	-10	1	-17	-29	-2
Cc1ccc(CNS(=O)(=O)N(C)C)cc1	-6	0.06	15	0	19	-13	24	.	16
Cc1ccc(NCc2nnc(SCC(=O)c3ccccc3)n2Cc2ccco2)c(C)c1	15	0.07	5	6	3	-5	-7	-17	-14
CC(C)(C)c1cc(NCCCn2ccnc2)n2ncc(-c3ccc(Cl)cc3)c2n1	10[fluorescence artefact?]	1.2	38*	0	-7	-36	-4	25	-21
Cc1ccccc1NC(=O)c1cc(=O)c2ccccc2o1	.	0.36	6	2	-13	-6	-14	14	3
COC(=O)c1ccc(CSc2nnc(NC(=O)C3CCCO3)s2)cc1 (configuration not stated)	.	1.6	14	-2	-10	-13	10	8	-1
COC(=O)c1ccc(C)c(NS(=O)(=O)c2ccc3c(c2)OCCO3)c1	6	-1.2	-38	-4	5	42*	-46	23	27
O=c1c2c(ncn1CCO)nc1n2CCC1	-11	-0.23	-13	-4	-5	10	7	-9	6
Cc1ccccc1-c1coc2cc(O)ccc2c1=O	23[fluorescence artefact?]	-1.2	3	-5	-15	1	17	-22	6
O=C(Nc1ccc(Cl)cc1C(=O)NCC1CCCO1)c1ccco1 (configuration not stated)	-23	0.48	7	2	15	-6	3	-18	8
COCCn1c(=O)c2cc3c(=O)n(CCOC)c(=O)c3cc2c1=O	-2	-0.48	-9	-1	-7	10	.	-6	-15
CC(C)c1ccc(-c2cc(C(=O)N3N=C(C(F)F)CC3(O)C(F)F)c3ccccc3n2)cc1 (configuration not stated)	.	-2.4	-16	-4	6	11	-7	2	-20
CC(=O)Nc1cc(C(F)(F)F)ccc1N1CCOCC1	-10	0.38	-7	0	-34	8	-8	-32	4
CCn1c(SCCN2CCCCC2)nnc1-c1ccc(S(=O)(=O)N2CCOCC2)cc1	-16	-0.44	-6	-1	-2	11	-21	-31	8
CC(C)n1cc(/C=C2/SC(=O)N(CC(=O)N3CCCC3)C2=O)c2ccccc21	.	-0.39	4	1	-14	1	9	-12	12
C=CCn1c(-c2cccc(Cl)c2)n[nH]c1=S	-1	1	6	-4	-12	-7	57	-15	-14
CC(C)NC(=O)c1cc2cc([N+](=O)[O-])ccc2s1	.	-0.44	3	2	26	-1	27	-15	-1
CCCOc1ccc(Cn2c(O)cc(=O)[nH]c2=O)cc1	-23	1.8	-8	-3	-60	3	-16	5	-6
O=C(NCC1CCN(c2ccc(S(=O)(=O)N3CCOCC3)cc2)CC1)c1ccc(Cl)cc1	30	0.35	6	0	.	-6	10	-24	5
Cn1nc(C(=O)OCC(=O)N2CCc3ccccc32)c2ccccc2c1=O	0	1.2	2	5	13	-3	-20	88*	77*
COC(=O)c1ccc(NC(=O)c2ccccc2NS(C)(=O)=O)cc1	5	-1.8	-3	-2	-32	-1	-2	-7	25
O=C(O)CSc1nnc(CNc2ccccc2Cl)n1-c1ccccc1	1	0.76	5	-2	9	-4	33	-9	-5
CCOC(=O)c1cnc(SCC(=O)c2ccccc2)nc1N	2	0.87	-11	4	-2	8	-5	-12	16
CCCCN(Cc1ccccc1)C(=O)c1cnc2n(c1=O)CCS2	6[fluorescence artefact?]	0.49	-7	-1	6	5	.	-12	0
Cn1c(C(=O)NCCCN2CCN(c3ccccc3F)CC2)cc2c(=O)n(C)c3ccccc3c21	0	.	-7	13	8	4	6	-16	9
O=C(CCC1COc2ccccc2O1)Nc1ccccn1 (configuration not stated)	-5	0.13	4	1	-10	-5	5	2	-4
FC(F)Oc1ccc(NC(=S)NN2CCOCC2)cc1	.	0.15	-4	-1	5	7	9	-1	-1
CCOC(=O)c1ccc(OCC(=O)c2ccc(O)cc2O)cc1	7	-0.57	11	-2	-51	-11	5	-28	12
Cn1nnnc1SCc1ccc(C(=O)Nc2nccs2)cc1	-3	0.3	6	6	4	-8	10	-6	8
CC1(C)Cc2noc(N)c2C(C)(C)N1OC(=O)c1cccs1	-10[fluorescence artefact?]	-0.23	2	8	-11	2	-3	16	0
O=S1(=O)N=C(Nc2nncs2)c2ccccc21	25	2.2	-6	-2	-9	9	22	-10	-6
O=C(Nc1ccc2c(c1)OCO2)C1CCN(S(=O)(=O)c2cccs2)CC1	5	0.09	5	8	3	-2	15	-12	-1
CCOCCCNC(=O)c1cccs1	3	-0.46	1	0	23	-3	-10	10	0
O=C(NCc1ccco1)C(c1ccccc1)N(Cc1cccnc1)C(=O)Cn1nnc2ccccc21 (configuration not stated)	-18	-0.64	-8	-4	10	6	-19	-23	9
COC(=O)c1cccc(NC(=O)Nc2ccc(Cl)c(Cl)c2)c1	.	-1.6	-11	4	55	15	12	.	-26
Cc1cc(C)c2c(=O)[nH]c(SCC(=O)NCc3ccccc3)nc2n1	1	-0.57	1	-1	-9	2	3	-24	14
CC1(C)CCCC2=C1CC1C(=O)N(c3ccccc3)C(=O)C1C2 (configuration not stated)	-1	0.72	4	7	1	-7	-14	-9	12
COc1ccc([N+](=O)[O-])cc1C1NN=C(c2ccccc2O)S1 (configuration not stated)	37	0.88	12	12	4	-12	12	-3	6
CCOc1ccc(N(C)S(=O)(=O)c2ccc3[nH]cc(C(=O)NCC4CCCO4)c(=O)c3c2)cc1 (configuration not stated)	14	-1.1	1	0	8	-1	-7	-19	4
CN(C)c1ccc(C(=O)OCc2ccc(Br)cc2)cc1	1	-1.1	6	-1	40	-5	8	-3	7
O=C(NC1CC2CCC1C2)C1CCN(S(=O)(=O)c2ccc(-c3nn[nH]n3)cc2)CC1 (configuration not stated)	-28[fluorescence artefact?]	0.32	3	-2	-31	-5	19	-32	7
COc1cccc(C(=O)OCCN2C(=O)c3ccccc3C2=O)c1OC	-1	0.37	-10	-4	0	6	-3	-25	13
O=C(Nc1cnc2ccccc2c1)c1cccnc1	-3	.	13	-5	-5	-16	2	-38	-3
O=C(NCc1ccccn1)C1CCCN(S(=O)(=O)c2cccc3nsnc23)C1 (configuration not stated)	9	0.09	2	2	-2	-2	.	-33	8
CCOC(=O)c1sc(C)c2c1NC(C)(c1cccs1)NC2=O (configuration not stated)	-3	-1.4	-4	6	-11	2	-23	.	-5
C=CCn1c(Cc2c[nH]c3ccccc23)n[nH]c1=S	-1	0.31	-2	-4	-79	2	-28	-27	-6
COc1ccc(C(=O)C(c2ccccc2)N2CCOCC2)cc1 (configuration not stated)	-3	-0.04	1	-1	16	-2	-12	-1	-18
CCOC(=O)N1CCC(NC(=O)CN2C(=O)COc3ccc(C(C)(C)C)cc32)CC1	-3[fluorescence artefact?]	-0.52	-7	-1	-3	4	0	-7	0
Cc1cc(C)n2nc[n+](C)c2n1	-11	-0.13	-3	3	-32	-4	-2	-2	22
COc1ccccc1C(=O)Nc1cc2ccccc2oc1=O	25[fluorescence artefact?]	0.24	9	0	18	-7	.	-2	6
Nc1nnc(SCc2ccc3c(c2)OCO3)s1	11	0.07	-3	0	-20	1	7	-16	3
COc1ccc(CNC(=O)C(c2ccc(C)o2)N(Cc2cccs2)C(=O)Cc2cccs2)cc1 (configuration not stated)	-1	0.76	4	3	10	-5	-7	-5	-8
CN(C)c1ccc(N=C/C=C2\N(C)c3ccccc3C2(C)C)cc1	.	-0.87	7	1	-10	-5	13	-21	20

Among those listed so far, 12 have a halogen:
SMILES	ERa SRC1 inh	PTK2B oligo ant	PTPN22 inh 2	FAK inh	HUVEC tox IL1B	PTPN22 act	cytoskel mod	TNFa cytotox	VCAM1 TNFa inh
CCC(c1nnnn1C(C)(C)C)N1CCN(c2cc(Cl)ccc2C)CC1 (configuration not stated)	-3	-1.2	2	3	-10	1	-17	-29	-2
CC(C)(C)c1cc(NCCCn2ccnc2)n2ncc(-c3ccc(Cl)cc3)c2n1	10[fluorescence artefact?]	1.2	38*	0	-7	-36	-4	25	-21
O=C(Nc1ccc(Cl)cc1C(=O)NCC1CCCO1)c1ccco1 (configuration not stated)	-23	0.48	7	2	15	-6	3	-18	8
CC(C)c1ccc(-c2cc(C(=O)N3N=C(C(F)F)CC3(O)C(F)F)c3ccccc3n2)cc1 (configuration not stated)	.	-2.4	-16	-4	6	11	-7	2	-20
CC(=O)Nc1cc(C(F)(F)F)ccc1N1CCOCC1	-10	0.38	-7	0	-34	8	-8	-32	4
C=CCn1c(-c2cccc(Cl)c2)n[nH]c1=S	-1	1	6	-4	-12	-7	57	-15	-14
O=C(NCC1CCN(c2ccc(S(=O)(=O)N3CCOCC3)cc2)CC1)c1ccc(Cl)cc1	30	0.35	6	0	.	-6	10	-24	5
O=C(O)CSc1nnc(CNc2ccccc2Cl)n1-c1ccccc1	1	0.76	5	-2	9	-4	33	-9	-5
Cn1c(C(=O)NCCCN2CCN(c3ccccc3F)CC2)cc2c(=O)n(C)c3ccccc3c21	0	.	-7	13	8	4	6	-16	9
FC(F)Oc1ccc(NC(=S)NN2CCOCC2)cc1	.	0.15	-4	-1	5	7	9	-1	-1
COC(=O)c1cccc(NC(=O)Nc2ccc(Cl)c(Cl)c2)c1	.	-1.6	-11	4	55	15	12	.	-26
CN(C)c1ccc(C(=O)OCc2ccc(Br)cc2)cc1	1	-1.1	6	-1	40	-5	8	-3	7

Screening results (PubChem BioAssay)
